Compound activity: PubChem, The Scripps Research Institute Molecular Screening Center
GPR151 activ: human GPR151 activation; 650,000 compounds, 1% hits; PathHunter beta-arrestin GPR151 cells, luminescence; activation, % at 11.2 µM; Q8TDV0; in the data active means activation above about 4.9%;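 further: 0% = median of compound wells and 100% = cells with positive control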
Target sequence (Q8TDV0 whole entry, looked up): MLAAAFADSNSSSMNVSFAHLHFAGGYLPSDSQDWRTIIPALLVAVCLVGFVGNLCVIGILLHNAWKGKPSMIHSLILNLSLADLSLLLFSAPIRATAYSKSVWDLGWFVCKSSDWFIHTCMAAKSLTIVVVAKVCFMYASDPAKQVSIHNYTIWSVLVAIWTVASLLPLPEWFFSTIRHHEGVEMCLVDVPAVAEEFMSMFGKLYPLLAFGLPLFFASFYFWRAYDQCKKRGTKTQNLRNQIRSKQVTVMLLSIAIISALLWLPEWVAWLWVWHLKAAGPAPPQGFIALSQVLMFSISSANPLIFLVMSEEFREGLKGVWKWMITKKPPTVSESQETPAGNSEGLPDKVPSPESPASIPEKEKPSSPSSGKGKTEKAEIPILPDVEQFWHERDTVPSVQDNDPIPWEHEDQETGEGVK
TEAD-YAP inh: TEAD-YAP interaction inhibition | HEK-TIYL cells, TEAD-Gal4/YAP UAS-luciferase luminescence | inhibition, % at 9.12 µM | 640,000 compounds, 1.4% hits | AID 1259422; in the data active means inhibition above about 32%;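 further: 0% = median of test compound wells and 100% = reference inhibitor wells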
MITF inh: blocks human microphthalmia-associated transcription factor | O75030 | AlphaScreen MITF homodimerization, bead proximity signal | inhibition, % at 2.6 µM | 650,000 compounds, 0.91% hits | AID 1259374; in the data active means inhibition above about 50%;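 further: 0% = vehicle wells with protein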
Target sequence (O75030 whole entry, looked up): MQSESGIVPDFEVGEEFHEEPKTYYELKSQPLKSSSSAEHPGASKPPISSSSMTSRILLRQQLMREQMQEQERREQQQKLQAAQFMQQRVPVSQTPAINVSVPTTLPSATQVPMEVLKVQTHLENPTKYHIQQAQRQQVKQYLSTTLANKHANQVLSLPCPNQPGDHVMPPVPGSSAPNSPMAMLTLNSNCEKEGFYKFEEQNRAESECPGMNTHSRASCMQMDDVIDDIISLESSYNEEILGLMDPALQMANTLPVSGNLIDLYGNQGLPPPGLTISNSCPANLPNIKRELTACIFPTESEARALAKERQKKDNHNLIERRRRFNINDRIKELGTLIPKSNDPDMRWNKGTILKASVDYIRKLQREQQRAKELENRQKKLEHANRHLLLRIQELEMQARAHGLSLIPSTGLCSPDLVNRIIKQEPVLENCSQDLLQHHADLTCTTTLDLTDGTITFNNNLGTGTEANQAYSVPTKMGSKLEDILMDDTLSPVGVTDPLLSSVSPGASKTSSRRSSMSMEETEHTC
FBW7 act: human FBW7 E3 ligase activation, primary screen; AlphaScreen FBW7–phospho-cyclin E peptide binding, activator screen; normalized activity (activation), % at 26.1 µM; AID 1259310; 650,000 compounds, 0.13% hits; in the data active means normalized activity above about 1.9%;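 further: purified mutant Fbw7 with reduced substrate affinity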
Numbers without * were called inactive; & = joins results of further samples.

smiles,GPR151 activ,TEAD-YAP inh,MITF inh,FBW7 act
O=C(NCc1cccnc1)c1ccc(S(=O)(=O)c2cccc(Cl)c2)c([N+](=O)[O-])c1,-1.1,-9,-8,-0.1
CN(C)S(=O)(=O)c1cccc(NC(=S)N/N=C/c2ccc(O)c(O)c2O)c1,1.7,0,37,-1.3
CC(C)CC(C(=O)Nc1ccccc1)N1C(=O)C2C3C=CC(C3)C2C1=O (stereo unspecified),0.6,-8,-10,-0.1
CCOC(=O)c1c(C)oc2cc(Br)c(OC(=O)C(C)(C)C)cc12,-0.1,2,15,0.2
CC(C)Cc1ccc(-c2csc(Nc3ccc(Oc4ccccc4)cc3)n2)cc1,0.9,-2,-11,-0.1
COc1ccc(OS(=O)(=O)c2ccc(I)cc2)cc1,1.4,10,4,0.0
COC(=O)c1ccc(NC(=O)COC(=O)Cc2ccc(-c3ccccc3)cc2)cc1,-4.1,0,-6,-0.1
C/C(=N\NC(=O)c1c(C)nnn1-c1nonc1N)c1ccc(Br)cc1,-1.0,-1,-1,0.0
CC1CCC(C(C)C)C(OC(=O)COC(=O)c2cc(=O)[nH]c(=O)[nH]2)C1 (stereo unspecified),0.9,17,11,0.3
O=C(c1cccc(N2CCNC2=O)c1)N1CCOc2ccc(CN3CCOCC3)cc2C1,-0.3,-2,14,-0.1
CCC1Sc2cc(S(=O)(=O)CCC(=O)Nc3ccc(F)cc3)ccc2NC1=O (stereo unspecified),-1.5,11,3,0.3
COc1ccc(C(=O)CSc2nc3ccccc3c(=O)[nH]2)cc1OC,-1.9,15,5,0.8
COc1cccc(C(=O)Nc2nc(-c3ccc(Cl)cc3Cl)cs2)c1OC,2.2,-3,-7,0.1
Clc1ccc(OCc2cn3cccnc3n2)cc1,0.9,-51,4,-0.1
CC1CCN(S(=O)(=O)c2ccc(F)c(C(=O)Nc3cccc(Cl)c3)c2)CC1,-0.7,-2,0,0.1
CNC(=O)c1ccc(N(Cc2ccccc2)S(C)(=O)=O)cc1,2.8,1,6,0.0
COc1ccc(C(=O)NC(C)(C)C)cc1S(=O)(=O)N(C)Cc1ccccc1,0.0,-8,7,0.0
Nc1nonc1NC(=O)N/N=C\c1ccc([N+](=O)[O-])cc1,0.0,11,-8,0.0
CN(C)c1ccc(/C=C2/SC(=NCc3ccccc3)NC2=O)cc1,2.2,-29,0,0.1
CCOc1ccccc1N(CC(=O)OC)S(=O)(=O)c1ccc(Cl)cc1,0.2,-4,-14,-0.1
CC1=Nc2cc(-c3ccc(C)cc3)nn2C(=O)C1,1.5&0.0,-49&-72,5&-7,0.1&0.1
C=CCN(c1ccc(C(=O)NCCc2ccc(OC)cc2)cc1)S(C)(=O)=O,0.1,7,1,0.0
CC1=Cc2cc([N+](=O)[O-])ccc2OC12C=Cc1c(ccc3ccccc13)O2 (stereo unspecified),-0.8,18,10,0.0
O=C(NC(Cc1ccccc1)C(=O)O)/C(=C/c1ccccc1)NC(=O)c1ccco1 (stereo unspecified),-0.6,-18,-3,0.0
O=C(NC1CCN(Cc2ccccc2)CC1)c1cnc(-c2ccccc2)s1,1.0,9,-3,-0.1
CC(OC(=O)C1=NNC(=O)CC1)C(=O)Nc1ncc(Cl)cc1Cl (stereo unspecified),-0.6,3,-3,-0.1
CCCCS(=O)(=O)CC(O)CSc1nc(-c2ccc(Br)cc2)cc(-c2ccccc2)c1C#N (stereo unspecified),0.1,2,7,0.1
O=C(c1ccc2c(=O)n(Cc3ccccc3)c(=S)[nH]c2c1)N1CCOCC1,1.5,-2,-6,-0.2
CC(=O)c1ccc(NC(=S)Nc2ccccc2CO)cc1,-0.8,1,17,0.2
Cc1ccc(CN2CCNC(=O)C2CC(=O)N(C)Cc2nc3c(s2)CCCC3)o1 (stereo unspecified),-0.1,1,13,-0.1
CC(C)c1ccc(NC(=O)C2C3C=CC4(O3)C2C(=O)N(Cc2cccnc2)C4C(=O)NC2CCCCC2C)cc1 (stereo unspecified),0.5,2,-3,0.0
CCOc1cc(/C=C2/SC(=Nc3ccccc3)NC2=O)ccc1OCc1ccc(Cl)cc1Cl,2.1,-13,-1,0.0
NC(=O)C1CCN(c2oc(-c3ccccc3Cl)nc2S(=O)(=O)c2ccccc2)CC1,0.1,4,7,-0.1
CCOc1ccc2nc(SCC(=O)NNC(=O)c3ccco3)c(C)cc2c1,-0.4,0,9,0.8
O=C(CNC(=O)Cc1ccccc1)NCC(=O)NCC1CCCO1 (stereo unspecified),2.8,12,-3,-0.1
O=C1[C@@H]2CCCN2C(=O)[C@H]2CN(Cc3cnn(-c4ccccc4)c3)CCN12,0.9,-5,-7,-0.1
O=C(C1CC(O)CN1S(=O)(=O)c1ccc2ccccc2c1)N1CCc2ccccc2C1 (stereo unspecified),0.3,5,9,0.1
CC1CCN(C(=O)COC(=O)c2ccc(Br)o2)CC1,-1.5,1,-15,-0.1
COc1ccc(-n2ncc3c(SCC(=O)c4cc(OC)ccc4OC)ncnc32)cc1,-0.6,-11,-7,-0.3
O=C(NC1CCN(Cc2ccccc2)CC1)c1cc(Br)cs1,1.7,-3,12,0.0
O=C(O)C(Cc1ccccc1)NS(=O)(=O)c1c(Cl)cccc1Cl (stereo unspecified),-0.7,1,-1,-0.1
CC(C)(C)NC(=O)NC(=O)COC(=O)c1ccc(OC(F)F)cc1,0.8,10,6,0.0
CCOC(=O)CSc1nnc2c(n1)[nH]c1ccc(OC)cc12,-0.3,3,1,-0.1
COc1ccc(-n2nc(C(=O)NCC(=O)N3CCN(c4cccc(Cl)c4)CC3)c3ccccc3c2=O)c(OC)c1,-0.9,-3,-7,-0.1
COc1ccc(-c2[nH]ncc2CN[C@@H]2C[C@@H](C(=O)NC(C)C)N(Cc3ccccc3)C2)cc1,5.7*,-1,8,-0.3
COc1ccc(NC(=O)c2oc3ccc(S(=O)(=O)N4CCCC4)cc3c2C)cc1,0.5,2,2,0.0
CN(C)CCCN(CCCN(C)C)Cc1ccc([N+](=O)[O-])cc1,0.1,6,37,0.1
Cc1ccccc1CSc1nc(=O)n(CCCO)c2c1CCCC2,-0.9,-1,-4,0.1
CC12CCC(=O)C=C1CCC1C2[C@@H](O)CC2(C)C1CC[C@]2(O)C(=O)COP(=O)(O)O (stereo partly specified),-0.5,-6,-10,-0.1
Cc1nn(CCCC(=O)Nc2cccnc2Cl)c(C)c1[N+](=O)[O-],0.8,2,-16,-0.1
O=C(CNS(=O)(=O)c1ccc(C(=O)N2CCOCC2)cc1)N1CCOCC1,-1.1,-9,15,0.0
COc1ccccc1CN1C(=O)c2cccc3cccc(c23)C1=O,-1.0,-1,-3,0.0
O=C(Nc1nc(-c2ccccc2)cs1)c1ccc(S(=O)(=O)N2CCc3ccccc3C2)cc1,0.9,1,0,0.1
CC(C)NC(=O)c1ccc2c(c1)N(CC(=O)Nc1cccc3ccccc13)C(=O)C(C)(C)O2,0.8,-3,-5,-0.1
COc1ccc(NC(=O)C2CC(=O)N(C)C(=Nc3ccc(Br)cc3)S2)cc1 (stereo unspecified),0.9,-14,-6,0.1
CCC1(c2ccccc2)C(=O)NCNC1=O,-0.7&1.2&-1.5&-1.3&1.7,-10&-2,-7&0&11&-10&-7,0.0&-0.1&0.2&-0.1&0.4
Cc1cc(C)c2c(N)c(C(=O)NCCc3ccccc3)sc2n1,-1.2,-80,16,0.1
Cc1ccc(-c2ccccc2)n1-c1ccc(O)c(C(=O)O)c1,-0.9,0,78*,-0.2
C=CCOC(=O)C1=C(C)OC(N)=C(C#N)C1c1ccc(F)cc1 (stereo unspecified),1.3,-14,3,-0.1
COc1cc(COc2ccc3ccc(=O)oc3c2)cc(OC)c1OC,-0.8,4,0,0.0

Later entries
smiles,GPR151 activ,TEAD-YAP inh,MITF inh,FBW7 act
COc1ccc2c(c1)c(C(=O)COC(C)=O)c(C)n2C,0.2,19,1,-0.6
COc1cc(NS(=O)(=O)c2ccc(NC(=O)CSc3ccccc3)cc2)ncn1,-0.8,-1,4,-0.2
CC(C)c1ccc(-c2nc3sc4c(c3c(=O)[nH]2)CCCC4)cc1,0.7,-32,9,0.1
COc1cc(Nc2nc(Nc3ccc4ncccc4c3)nc3c2ncn3CCN2CCCC2=O)cc(OC)c1OC,1.4,19,6,0.5
O=C(CSc1cnccc1C(F)(F)F)NCCc1ccccc1,-0.6,-10,3,-0.1
O=C1CCCN1CCCNC(=S)Nc1ccc(Nc2ccccc2)cc1,4.2,-1,-7,-0.1
COC(=O)c1ccc(NC(=O)c2cc([N+](=O)[O-])ccc2Br)cc1,-0.3,33*,-9,0.1
CCOCCOC(=O)C1=C(C)NC(=O)NC1c1ccccc1F (stereo unspecified),0.3,-3,7,-0.2
COc1ccc(C2(c3ccc(OC)c4ccccc34)C=Cc3c(ccc4oc5ccccc5c34)O2)cc1 (stereo unspecified),0.3,-7,6,-0.1
CCc1cccc(NC(=O)C2CC3CCCN3C23C(=O)N(C)c2ccccc23)c1 (stereo unspecified),-1.9,-3,0,-0.3
COCCNc1nc(-c2ccc(C)c(C)c2)ccc1C(=O)N1CCN(C)CC1,-1.0,-10,10,0.2
COc1ccc(-n2ncc3c(=O)n(CC(=O)Nc4ccc(N5CCCC5)cc4)cnc32)cc1,1.4,14,6,-0.1
O=c1cc(CSCc2ccc(Cl)c(Cl)c2)nc2ccccn12,1.7,1,-5,0.6
CCOC(=O)c1cc(S(=O)(=O)N(C)c2ccccc2OC)cn1C,0.2,-2,-6,-0.2
COc1ccc(CNS(=O)(=O)c2cc(OCC(N)=O)c(C)cc2Cl)cc1,-1.5,5,-11,0.1
COc1ccc(CC(=O)c2c(O)cc(O)cc2O)cc1OC,-0.9,-5,11,0.1
CN1CCN(C(=O)c2ccc(-c3nc(Nc4ccc(N5CCOCC5)cc4)c4ncn(Cc5ccc(C(F)(F)F)cc5)c4n3)cc2)CC1,-2.8,-5,-3,0.7
Cc1ccc(C(=O)Nc2ccccc2C#N)c(C)c1,-0.1,12,1,0.0
CS(=O)(=O)c1ccccc1C(=O)Nc1ccc2sccc2c1,1.5,9,0,0.0
Cc1nn(-c2cccc([N+](=O)[O-])c2)c(N)c1C1(O)C(=O)Nc2ccc(F)cc21 (stereo unspecified),-0.8,-1,0,-0.1
Nc1ccc(-c2cncc(-c3cccc(C(F)(F)F)c3)n2)cc1,0.1,-3,17,0.0
S=C(Nc1ccc(Cl)cc1)N(CCN1CCCCCC1)Cc1cccs1,0.0,1,13,0.2
CN(C)c1nc(OCCOC(=O)Nc2ccccc2)nc(N(C)C)n1,0.6,-9,11,0.0
CS(=O)(=O)c1ccc2nnn(O)c2c1,-0.1,-3,6,-0.1
CCOc1ccc(S(=O)(=O)NCCc2ccc(N(C)C)cc2)cc1F,0.0,3,11,-0.3
O=C(CCn1c(=O)oc2ccccc21)Nc1ccc(S(=O)(=O)Nc2nccs2)cc1,0.3,7,4,0.3
COCCn1nnnc1CN(Cc1cccs1)Cc1cc2ccc(C)cc2[nH]c1=O,-1.4,-5,3,-0.4
O=C1c2ccccc2C(=O)C1(Nc1ccc(OCc2ccccc2Cl)cc1)c1ccccc1,-0.4,32*,14,0.4
CCC(=O)NC(=S)Nc1ccc2oc(-c3cccnc3)nc2c1,2.4,-6,2,0.0
Cc1cc(C)cc(NC(=O)c2ccc3c(=O)n(CCc4ccccc4)c(SCC(=O)c4ccccc4)nc3c2)c1,-0.5,-2,3,0.0
COc1ccc(NC(=O)C(=S)NCc2ccco2)cc1,-1.2,-54,-4,-0.1
CC(C)(C)c1csc2ncc(C(=O)NCCN3CCOCC3)c(=O)n12,0.1,1,7,-0.2
CCC(C)NC(=O)Cc1cn(C)c2ccccc12 (stereo unspecified),-1.1,4,7,0.1
N#C/C(=C\c1c(F)cccc1Cl)C(=O)NCC1CCCO1 (stereo unspecified),-0.7,-11,9,0.4
COc1ccc(C(=O)NCCc2sc(-c3ccc(OC)c(OC)c3)nc2C)cc1,1.7,-13,0,0.2
CCN(CC)c1nc(Nc2cnccn2)nc(NC2CCN(Cc3ccccc3)CC2)n1,3.6,6,-2,-0.1
COc1ccc(-n2cc(-c3ccccc3)c3c(SC(C)C)ncnc32)cc1,-0.1,-8,13,0.1
O=C(Cc1cn(-c2ccc(N3CCc4ccccc4C3)nn2)c2ccccc12)Nc1ccc(N2CCOCC2)cc1,-1.6,-4,19,-0.1
COc1ccc(Oc2nc(C)cc(C)c2C#N)cc1,0.5,-11,-4,-0.1

Record cards (already shown). Screens in order: GPR151 activ	TEAD-YAP inh	MITF inh	FBW7 act
Listed for `COc1ccc(-n2ncc3c(SCC(=O)c4cc(OC)ccc4OC)ncnc32)cc1` : -0.6	-11	-7	-0.3
Listed for `O=C(NC(Cc1ccccc1)C(=O)O)/C(=C/c1ccccc1)NC(=O)c1ccco1` (stereo unspecified) : -0.6	-18	-3	0.0
Listed for `Cc1ccccc1CSc1nc(=O)n(CCCO)c2c1CCCC2` : -0.9	-1	-4	0.1
Listed for `CCc1cccc(NC(=O)C2CC3CCCN3C23C(=O)N(C)c2ccccc23)c1` (stereo unspecified) : -1.9	-3	0	-0.3
Listed for `Cc1cc(C)cc(NC(=O)c2ccc3c(=O)n(CCc4ccccc4)c(SCC(=O)c4ccccc4)nc3c2)c1` : -0.5	-2	3	0.0

This is a random part of the collection. Share with any hit: about 3.5%.
